GAA spleen mod: inhibitors or activators of human alpha-glucosidase in spleen homogenate; hit rate 0.006% among 240,000; human spleen homogenate, 4-MU-alpha-glucoside fluorescence; AID 2112; P10253; Potency, µM (series often up to 79.9 µM), without a hit: top-dose activity change, negative = inhibition, usual class: inhibitors;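 also: 0% = enzyme with vehicle and -100% = no enzyme basal signal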
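AC50 values come from Hill-equation fits of concentration-response data, normalized to no-enzyme and full-activity controls. Enzyme source: 1 ug human spleen homogenate; 1 mM fluorogenic 4-MU glucoside, pH 5.0 citrate buffer, 37 C, 40 min.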
Tau fluor counter: counter-screen for tau fibril formation inhibitors. hit rate 0.93% among 280,000. AID 1463. Potency, µM (highest dose often 57.7 µM), for inactives: top-dose activity change, negative = decrease. tau K18 P301L Alexa594 fluorescence, heparin fibrillization; also: % is scaled to controls: 0 for no effect and ±100 for the full control effect; nearly all actives have a fitted effect of over 55% in size
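Human K18 P301L tau (15 uM unlabeled plus 0.24 uM Alexa 594-labeled, final) in 100 mM sodium acetate pH 7 was mixed with compound and 20 uM heparin and incubated 6 hr at 37 C.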
GAA inhib: inhibitors of human lysosomal alpha-glucosidase; P10253; purified human GAA, 4-MU-alpha-glucoside fluorescence; Potency, µM (series often up to 76.9 µM), without a hit: at the highest dose activity change, negative = inhibition, usual class: inhibitors; hit rate 0.005% among 200,000;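 also: plate controls were uninhibited enzyme wells for no effect and no-enzyme background for full effect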
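Enzyme (4 nM final) mixed with compound (up to 77 uM), then 4-MU-alpha-D-pyranoside (400 uM final) added; 20 min at room temperature, pH 5.0. Reaction stopped at pH 10, fluorescence read, AC50 derived by Hill fit.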
HTT ATP protect: Huntington cell model cytoprotection by ATP luminescence; PC12 HTT-Q103 induced, cytoprotection, ATP luminescence, 40 h; Potency, µM (series often up to 56.4 µM), for the others: cytoprotection (ATP increase), hits mostly activators; hit rate 0.14% among 230,000;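 also: % of control where 0% means no effect; nearly all actives have a fitted effect of over 45% in size; toxic huntingtin expression switched on by the ecdysone agonist tebufenozide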
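PC12 cells with ecdysone-inducible HTT exon 1 Q103-GFP, induced with 100 nM tebufenozide and co-treated with library compounds in a dose series (1536-well, 1500 cells/well). Cytoprotection read as ATP content by ATPlite luminescence.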
Tau ThT inhib: inhibitors of human tau fibril formation, thioflavin T binding. P10636. recombinant tau K18 P301L (four-repeat tau fragment), heparin-induced fibrillization, ThT fluorescence. Potency, µM (titrated, usually from 57.4 µM), without a hit: at the highest dose activity, negative = inhibition, most hits filed as inhibitors. hit rate 2.1% among 270,000. AID 1460; also: % is scaled to controls: 0 for no effect and ±100 for the full control effect; nearly all actives have a fitted effect of over 55% in size
Target sequence (P10636 561-689 P618L limits assumed): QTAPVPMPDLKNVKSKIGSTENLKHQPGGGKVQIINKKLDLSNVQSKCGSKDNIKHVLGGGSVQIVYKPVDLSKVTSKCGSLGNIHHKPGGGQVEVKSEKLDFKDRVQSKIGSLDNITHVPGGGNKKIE
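Recombinant human tau K18 fragment […] carrying P301L, 15 uM unlabeled plus 0.24 uM Alexa 594-labeled, was fibrillized with 20 uM heparin in 100 mM sodium acetate pH 7 for 6 hr at 37 C; 30 uM ThT fluorescence read after 1 hr.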
Tau fibril FP: inhibitors of human tau fibril formation. hit rate 0.39% among 280,000. K18 P301L tau heparin fibrillization, Alexa594 FP, 6 h. AID 1468. P10636. Potency, µM (series often up to 57.7 µM), inactives show at the top dose activity, negative = inhibition, most hits filed as inhibitors; also: % is scaled to controls: 0 for no effect and ±100 for the full control effect; nearly all actives have a fitted effect of over 55% in size
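Recombinant K18 P301L […], labeled with Alexa 594 at 0.24 uM over 15 uM unlabeled; heparin inducer 20 uM final; 37 C, 6 hr; FP endpoint.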
GLA spleen mod: inhibits or activates alpha-galactosidase in human spleen homogenate; P06280; human spleen homogenate, 4MU-alpha-Gal fluorescence, 40 min; Potency, µM (titrated, usually from 80 µM), inactives show top-dose activity change, negative = inhibition, actives largely listed as inhibitors; hit rate 0.008% among 240,000;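 also: 0% = enzyme with vehicle and -100% = no enzyme basal signal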
Target sequence (P06280 32-429 limits assumed): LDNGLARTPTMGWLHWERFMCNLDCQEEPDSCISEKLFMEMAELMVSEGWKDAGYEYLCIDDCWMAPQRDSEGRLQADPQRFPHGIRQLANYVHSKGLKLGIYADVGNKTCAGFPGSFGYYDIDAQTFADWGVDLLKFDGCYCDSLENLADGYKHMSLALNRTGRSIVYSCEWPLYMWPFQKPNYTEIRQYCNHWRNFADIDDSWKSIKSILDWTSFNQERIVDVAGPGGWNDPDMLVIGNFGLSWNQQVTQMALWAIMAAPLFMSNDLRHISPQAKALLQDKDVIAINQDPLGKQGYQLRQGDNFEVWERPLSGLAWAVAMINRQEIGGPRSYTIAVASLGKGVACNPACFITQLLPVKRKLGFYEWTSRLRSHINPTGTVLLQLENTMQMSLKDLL
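Fluorogenic readout (Ex 365/Em 440 nm) of 4-methylumbelliferone released from 1 mM 4-MU-alpha-galactoside by spleen homogenate, 40 min at 37C, pH 5.0. Data normalized to no-enzyme and enzyme controls; Hill-equation AC50 from compound titrations.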
GAA glycogen: inhibitors or activators of human alpha-glucosidase glycogen cleavage; Potency, µM (highest dose often 76.4 µM), inactives show top-dose activity change, negative = inhibition, most hits filed as inhibitors; hit rate 0.38% among 300,000; AID 2100; recombinant GAA, glycogen substrate, Amplex Red glucose oxidase fluorescence; P10253;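 also: 0% = full enzyme reaction and -100% = no-enzyme basal signal; the screen sought inhibitors and activators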
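Recombinant human enzyme (4 nM); glycogen substrate; 37 C, 40 min, pH 5.0. Readout: coupled glucose oxidase/Amplex Red fluorescence.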
The depositor's hits bear a star; u = inconclusive; x = not tested or not shown; [ ] = remark or other dose. Calls follow the shape of the dose curve; as a rule, active = well fitted curve in the direction sought with a large enough effect; inconclusive = small, poorly fitted or top-dose-only effect, or another doubt; inactive = no such curve, though single readings can be large; an effect the other way counts as inactive or inconclusive. Potency is read from the fitted curve at half-maximal effect.

SMILES	GAA spleen mod	Tau fluor counter	GAA inhib	HTT ATP protect	Tau ThT inhib	Tau fibril FP	GLA spleen mod	GAA glycogen
COC(=O)c1ccc(C(NC(=O)c2ccccc2)[C@]2(C)C[C@H]2C2CCCCC2)cc1 (stereo partly drawn)	-7%	-14%	x	-13%	-18%	-6%	-3%	x
O=C(NCc1ccc(N2CCCC2=O)cc1)c1cn(Cc2ccccc2)nn1	-6%	5%	2%	-17%[10 µM]	2%	-5%	-12%	-1%
O=C(CCc1nc(-c2ccccc2F)no1)Nc1cccc(C(F)(F)F)c1	x	u	x	x	-7%	u	x	-12%[76.3 µM]
Cc1noc(C)c1S(=O)(=O)Nc1c(C)n(C)n(-c2ccccc2)c1=O	-3%	7%	-1%	1%	16%	1%	-3%	2%
Cc1cc(C)c(N2C(=O)C3C4CC(=O)C(c5ccccc54)C3C2=O)c(C)c1 (stereo not drawn)	-1%	23%	x	4%[10 µM]	x	8%	-2%	7%
CCOC(=O)c1ccc(C(=O)OCC)c(NC(=S)Nc2ccc([N+](=O)[O-])cc2OC)c1	-3%	u	1%	15%[10 µM]	u	3%	1%	4%
Cc1ccc(C(=O)CNc2ccc(F)cc2)cc1	2%	-4%	4%	x	u	0%	2%	-8%
CCOCCCNCc1c(Cl)cccc1Cl	9%	2%	2%	-10%[10 µM]	2%	-2%	11%	-2%
NNC(=O)CSc1nnnn1-c1ccccc1	-2%	3%	x	9%[10 µM]	0%	1%	6%	-14%
Clc1cccc(NC2=NCCC2)c1	-2%	8%	-11%	20%	-4%	4%	-13%	-11%
Cc1ccc(S(=O)(=O)c2c(COC(=O)c3cccc(Cl)c3)c(-c3ccccc3)nn2C)cc1	2%	-22%	u	7%	-12%	-7%	5%	4%
COCCn1c(SCC(=O)NNC(=O)c2ccc(OC)c(OC)c2)nc2ccccc2c1=O	-8%	-2%	1%	-2%[10 µM]	-3%	0%	6%	-1%
CC(C)(c1ccccc1)c1ccc(OCC(O)CNC2CCN(Cc3ccccc3)CC2)cc1 (stereo not drawn)	-1%	-11%	-9%	-58%	u	-5%	7%	-2%
COc1ccc(C2C=C(c3ccccc3)Nc3nnnn32)cc1 (stereo not drawn)	2%	-19%	0%	-13%	-16%	-14%	8%	-18%
N#CCc1c(C#N)c(N)nc(N2CCCC(CO)C2)c1C#N (stereo not drawn)	9%	0%	-1%	-8%	-7%	6%	3%	9%

Full records as entered above. Screens in order: GAA spleen mod	Tau fluor counter	GAA inhib	HTT ATP protect	Tau ThT inhib	Tau fibril FP	GLA spleen mod	GAA glycogen
`Cc1cc(C)c(N2C(=O)C3C4CC(=O)C(c5ccccc54)C3C2=O)c(C)c1` (stereo not drawn) as listed: -1%	23%	x	4%[10 µM]	x	8%	-2%	7%
`NNC(=O)CSc1nnnn1-c1ccccc1` as listed: -2%	3%	x	9%[10 µM]	0%	1%	6%	-14%
`N#CCc1c(C#N)c(N)nc(N2CCCC(CO)C2)c1C#N` (stereo not drawn) as listed: 9%	0%	-1%	-8%	-7%	6%	3%	9%
`CCOC(=O)c1ccc(C(=O)OCC)c(NC(=S)Nc2ccc([N+](=O)[O-])cc2OC)c1` as listed: -3%	u	1%	15%[10 µM]	u	3%	1%	4%

Next section.
SMILES	GAA spleen mod	Tau fluor counter	GAA inhib	HTT ATP protect	Tau ThT inhib	Tau fibril FP	GLA spleen mod	GAA glycogen
COc1cccc2cc(C(=O)N3CCN(C/C=C/c4ccccc4)CC3)c(=O)oc12	-15%	7%	3%	-19%[0.074 µM]	7%	4%	-3%	-1%
COc1ccccc1N(CC(O)Cn1ccnc1C)S(=O)(=O)c1ccccc1 (stereo not drawn)	-3%	10%	0%	-19%	0%	10%	-5%	-7%
FC(F)(F)c1nc2ccccc2n2c(-c3c(Cl)cccc3Cl)nnc12	-8%	-2%	-8%	-18%	0%	1%	5%	8%
CCC(=O)c1cc2c(cc1NC(=O)c1ccccc1F)OCCO2	x	-14%	x	x	1%	-19%	x	-13%[76.3 µM]
O=C(CCn1cccc1)Nc1ccc(F)cc1	2%	-12%	-5%	6%	-8%	-4%	6%	-5%
Cc1ccc(NC(=O)Cc2ncc(C(F)(F)F)cc2Cl)cc1Cl	-25%	-22%	2%	10%	-1%	-15%	-3%	-1%
O=C(NCc1ccco1)c1ccccc1Br	4%	0%	0%	3%[0.074 µM]	-7%	0%	-4%	10%
O=C(NCc1c(Cl)cccc1Cl)c1ccc2nnsc2c1	-19%	-16%	-11%	16%[10 µM]	-17%	-1%	4%	2%
COc1ccc(-c2[nH]c3ccccc3c2SCCN)cc1	-1%	u	x	-6%[10 µM]	u	u	1%	0%
CCCCNc1nc2c(c(=O)n(Cc3ccccc3)c(=O)n2C)n1C	x	-26%	x	x	0%	u	x	3%
CC1CCN(C(C(=O)Nc2ccc(C(C)C)cc2)c2ccc3c(c2)OCO3)CC1 (stereo not drawn)	1%	-12%	u	0%	-4%	-9%	-5%	-7%
CCOc1ccc2nc(NC(=O)c3cc([N+](=O)[O-])ccc3N3CCOCC3)sc2c1	-1%	u	-12%	-8%[10 µM]	3.2µM*	-2%	-3%	-1%
Cc1cnc(C(=O)OCC(=O)NC2CCCCC2)cn1	2%	6%	-3%	-7%[10 µM]	-9%	3%	2%	-8%
CCOc1cc(S(=O)(=O)Nc2ccccn2)ccc1F	-1%	1%	-4%	11%	3%	-1%	-4%	-5%
COc1cc(C2Nc3cccc4cccc(c34)N2)cc(OC)c1O	-1%	4.5µM*[quencher]	-5%	-6%[1.9 µM]	16µM*	u	-8%	-16%
CCOc1ccc(NCc2nnc(SCc3ccccc3Cl)n2-c2ccccc2)cc1	-7%	-21%	-6%	-47%[inhibitor]	u	12%	1%	-11%
O=C(CN1CCOCC1)N1CCN(c2nnc(-c3ccccc3)c3ccccc23)CC1	1%	4%	2%	-9%	-4%	5%	7%	4%
CCCCOC(=O)c1ccc(NC(=O)c2c(Cl)ccc(Cl)c2OC)cc1	1%	-27%	-5%	-6%[10 µM]	-10%	-4%	5%	1%
CC(=O)N1CCc2cc(Br)cc(S(=O)(=O)NCCCN3CCCC(C)C3)c21 (stereo not drawn)	-6%	6%	-2%	5%	2%	-1%	-2%	-2%
C#CCO[C@@H]1C[C@H](n2ccc(NC(=O)c3ccccc3)nc2=O)O[C@@H]1CO	2%	-1%	x	1%[10 µM]	-2%	-5%	4%	5%
C=CCn1ncc(OC)c(Cl)c1=O	-9%	5%	0%	-13%	5%	4%	2%	5%
COc1ccccc1Cc1noc(COc2cccc(C)c2C)n1	-16%	-8%	-11%	0%[0.074 µM]	-16%	2%	-10%	2%
COc1ccc(CCNC(=O)CCCn2c(=O)c3ccccc3n(CC(=O)Nc3c(C)cc(C)cc3C)c2=O)cc1OC	x	-3%	x	x	6%	-6%	x	9%[76.3 µM]
Cn1c(SCc2c(Cl)cccc2Cl)nc(C(F)(F)F)cc1=O	6%	-11%	-5%	4%	-14%	0%	6%	1%
Cc1ccc(-c2ccc(=O)n(CC(=O)Nc3ccc4c(c3)OCCO4)n2)cc1	9%	-12%	0%	2%[10 µM]	-2%	4%	13%	1%
Cc1c(C=O)c2ccccn2c1C(=O)c1ccc(Cl)c([N+](=O)[O-])c1	2%	-18%	1%	u	-16%	-6%	-10%	0%
O=C(CSc1nnnn1Cc1ccccc1)c1ccccc1	-1%	-13%	-5%	-8%[10 µM]	-6%	0%	10%	-2%
Cc1ccc(-n2c(C)cc(/C=c3/sc4nc5ccccc5n4c3=O)c2C)cc1	3%	-19%	-4%	-26%	u	4%	2%	6%
COCCCn1c(=O)c2sccc2n2c(CCCC(=O)Nc3cccc(C(F)(F)F)c3)nnc12	x	-11%	x	x	1%	-2%	x	16%[76.3 µM]
O=C(Cn1cc(S(=O)(=O)Cc2cccc(Cl)c2)c2ccccc21)Nc1ccccc1Cl	x	-12%	x	x	2%	-6%	x	-4%[76.3 µM]
Cc1oc(-c2ccc(Cl)cc2)nc1CN1CCC(C(=O)NCc2cccnc2)CC1	4%	-10%	-5%	-7%	0%	-2%	7%	10%
CCOC(=O)c1c(NC(=O)C2C3CCC(O3)C2C(=O)O)sc(C)c1-c1ccc(F)cc1 (stereo not drawn)	-25%	0%	-16%	-13%	-8%	-9%	0%	1%
CCOC(=O)C(C)Sc1nc(-c2ccc(OC)cc2)nc2c1c(=O)n(C)c(=O)n2C (stereo not drawn)	-11%	2%	1%	-10%[10 µM]	-10%	1%	-26%	5%
CCC(Sc1nc2ccccc2o1)C(=O)Nc1nnc(C)s1 (stereo not drawn)	-13%	-4%	12%	x	-2%	0%	0%	-1%
O=C(c1cc(COc2ccc3ncccc3c2)on1)N1CCCC(O)C1 (stereo not drawn)	-1%	-3%	-3%	10%	u	-1%	2%	-9%
CC(/C=C/c1ccccc1)=N/NC(=O)CNC(=O)c1ccccc1F	0%	1%	-5%	-46%[inhibitor]	-4%	5%	7%	11%
N#CNC(=Nc1cccc(F)c1)SCc1cccc(F)c1	3%	6%	8%	6%[10 µM]	-1%	3%	2%	-1%
CC1=C(C(=O)Nc2ccccc2)C(c2ccco2)C(C#N)=C(SCC(N)=O)N1 (stereo not drawn)	-4%	-17%	-2%	0%	-17%	-9%	2%	14%
O=C1CC(c2cc(F)cc(F)c2)c2cc3c(cc2N1)OCO3 (stereo not drawn)	x	-13%	x	x	0%	-2%	x	-6%[76.3 µM]
CCOc1ccccc1NC(=O)CSc1nnc(-c2ccco2)n1Cc1ccco1	1%	-9%	-7%	-4%	-10%	-2%	4%	-1%
O=C(CSc1nc(-c2ccccc2)cs1)NC(=O)NCc1ccco1	-3%	3%	8%	1%[10 µM]	12%	-1%	-16%	7%
O=C(O)CC/C(=N/Nc1ccc([N+](=O)[O-])cc1)C(=O)O	-23%	-16%	x	-7%[10 µM]	u	-16%	-15%	-4%
CCOC(=O)C1(CCCc2ccccc2)CCN(C(=O)C(C)n2cncn2)CC1 (stereo not drawn)	-2%	-12%	-12%	2%[10 µM]	-7%	3%	-8%	3%
